USP2a block – inhibitors of human ubiquitin-specific protease USP2a; O75604; USP2 core, Ub-CHOP2 coupled fluorogenic reporter, 485/531; Potency, µM (titrated, usually from 38.3 µM), inactives show at the top dose activity change, negative = inhibition, usual class: inhibitors; 330,000 compounds, 0.01% hits;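 note: potency is the fitted concentration of half-maximal effect; plate controls were DMSO wells for no effect and full inhibition by NEM control for full effect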
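Cell-free coupled assay: 10nM USP2 core preincubated 30min RT with compound in Tris-HCl pH 8.0/CaCl2/CHAPS buffer, then 25nM Ub-CHOP2 and 25nM reporter substrate; fluorescence (Ex 485/Em 531) read after 60min RT, normalized to NEM inhibition, concentration-response curves fitted.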
Chronic BCR inh – chronic active BCR signaling inhibition; Potency, µM (top dose mostly 46.1 µM), for inactives: top-dose ratio change, negative = lower green/red ratio, most hits filed as inhibitors; AID 493014; ABC-DLBCL IkBa-CBG/CBR reporter, luminescence ratio, 4 h; 340,000 compounds, 0.05% hits; active = well fitted inhibition curve with a large enough effect in the signal ratio, with a control signal flat, not every such curve was filed as active; inconclusive = small, poorly fitted or top-dose-only effect, or effect the other way, or a change in a side signal; the % refers to the signal ratio;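 note: potency is the fitted concentration of half-maximal effect; plate controls were basal doxycycline-induced cells for no effect and cells given 10 µM MG132 for full effect; MG132 reads +100%, hits lower the ratio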
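TMD8 ABC-DLBCL cells carrying doxycycline-inducible green luciferase fused to IkappaBalpha plus unfused red luciferase were exposed to compounds (up to 46 uM) for 4 hrs at 37C. Activity came from the overlap-corrected green/red luminescence ratio.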
hERG WT inh – inhibitors of human wildtype KCNH2 potassium channel | U2OS, BacMam KCNH2, thallium flux FluxOr; active compounds read low | Q12809 | activity change, % at 1.84 µM | AID 720551 | 340,000 compounds, 0.37% hits;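 active = maximum activity change below -70%; inconclusive = maximum activity change between -70% and -50%; inactive = maximum activity change above -50%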
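U2OS cells were transduced with wild-type KCNH2 virus (2.03 x 10^8 / mL) for 4 h at room temperature, then cultured overnight at 37 C. Thallium flux was read with FluxOr dye. Rate constants were normalized to DMSO controls.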
PKM2 activator – PKM2 (human) enzyme activation | Potency, µM (highest dose often 57.5 µM), inactives show at the highest dose activation, hits mostly activators | purified PKM2, Kinase-Glo ATP luminescence, activation; response scale: 0% is enzyme alone, no compound | P14618 | 260,000 compounds, 0.34% hits; note: potency is the fitted concentration of half-maximal effect; nearly all actives have a fitted effect of over 55% in size
Target sequence (P14618 whole entry, looked up): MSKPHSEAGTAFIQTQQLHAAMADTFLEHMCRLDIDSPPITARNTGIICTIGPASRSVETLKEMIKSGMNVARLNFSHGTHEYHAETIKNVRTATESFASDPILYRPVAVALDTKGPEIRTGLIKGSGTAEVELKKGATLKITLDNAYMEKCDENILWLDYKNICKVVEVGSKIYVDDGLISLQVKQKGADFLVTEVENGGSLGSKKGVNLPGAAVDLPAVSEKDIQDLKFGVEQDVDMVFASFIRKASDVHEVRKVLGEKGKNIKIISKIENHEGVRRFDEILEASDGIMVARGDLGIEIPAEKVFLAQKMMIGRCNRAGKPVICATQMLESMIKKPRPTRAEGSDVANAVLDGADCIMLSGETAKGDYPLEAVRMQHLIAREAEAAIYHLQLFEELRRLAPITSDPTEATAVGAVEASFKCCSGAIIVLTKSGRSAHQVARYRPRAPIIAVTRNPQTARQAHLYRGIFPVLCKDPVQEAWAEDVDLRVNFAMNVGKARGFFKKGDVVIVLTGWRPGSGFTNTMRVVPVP
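ATP formation by purified human PK-M2, quantified via coupled luciferase luminescence after 1 h at room temperature with 0.1 mM ADP and 0.5 mM PEP final.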
uPA surface inh – blocks generation of uPA at the cell surface. cell surface uPA generation assay, qHTS. Potency, µM (highest dose often 38.3 µM), without a hit: at the top dose activity change, negative = inhibition, hits mostly inhibitors. 330,000 compounds, 0.31% hits; active = well fitted inhibition curve with a large enough effect; inconclusive = small, poorly fitted or top-dose-only effect; inactive = no such curve, though single readings can be large or run the other way; tested in mouse RAW 264.7 cells; note: potency is the fitted concentration of half-maximal effect; nearly all actives have a fitted effect of over 55% in size
B2AR arrestin – agonists driving beta-arrestin recruitment to human beta2-adrenergic receptor; Potency, µM (titrated, usually from 46.1 µM), without a hit: top-dose activation, actives largely listed as activators; beta-arrestin recruitment to beta2AR, cell-based reporter; P07550; 330,000 compounds, 0.02% hits;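 note: potency is the fitted concentration of half-maximal effect; 0% = DMSO controls and full agonism = EC100 isoproterenol or metaproterenol; nearly all actives have a fitted effect of over 65% in size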
KCNH2 3.1 block – inhibitors of human KCNH2 3.1 potassium channel isoform | activity change, % (tested at about 1.8 µM) | 340,000 compounds, 0.95% hits | AID 720553 | U2OS KCNH2 3.1, thallium flux FluxOr; active compounds read low;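 active = maximum activity change below -70%; inconclusive = maximum activity change from -70% to -50%; inactive = maximum activity change above -50%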;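 note: thallium influx rate constant from kinetic fluorescence after stimulation buffer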
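Virally transduced U2OS (3.1 isoform, 4 h infection in dark at RT) → overnight 37 C → FluxOr + Red40 in HBSS/HEPES, 45 min → stimulation buffer, 2 min kinetic read → rate constant vs DMSO controls.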
Giardia killer – Giardia lamblia killing; activity change, % at 7.66 µM, hits read low; Giardia lamblia trophozoite viability; 340,000 compounds, 0.15% hits; in the data active = activity change below about -80%; inconclusive = between about -30% and that limit;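 note: parasites exposed to compound for two days anaerobically before the ATP read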
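Viability, read as ATP luminescence: trophozoites at 100 cells/well, compound added, 48 hrs anaerobic at 37 deg C, then 15-30 min room-temperature development before reading.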
Eya2 phos inh – blocks the phosphatase activity of human Eya2; 330,000 compounds, 0.006% hits; recombinant Eya2, OMFP fluorescence dephosphorylation (OMFP is methylfluorescein phosphate); O00167; Potency, µM (top dose mostly 76.9 µM), for the others: at the highest dose activity, negative = inhibition, actives largely listed as inhibitors; note: potency is the fitted concentration of half-maximal effect
Target sequence (O00167 whole entry, looked up): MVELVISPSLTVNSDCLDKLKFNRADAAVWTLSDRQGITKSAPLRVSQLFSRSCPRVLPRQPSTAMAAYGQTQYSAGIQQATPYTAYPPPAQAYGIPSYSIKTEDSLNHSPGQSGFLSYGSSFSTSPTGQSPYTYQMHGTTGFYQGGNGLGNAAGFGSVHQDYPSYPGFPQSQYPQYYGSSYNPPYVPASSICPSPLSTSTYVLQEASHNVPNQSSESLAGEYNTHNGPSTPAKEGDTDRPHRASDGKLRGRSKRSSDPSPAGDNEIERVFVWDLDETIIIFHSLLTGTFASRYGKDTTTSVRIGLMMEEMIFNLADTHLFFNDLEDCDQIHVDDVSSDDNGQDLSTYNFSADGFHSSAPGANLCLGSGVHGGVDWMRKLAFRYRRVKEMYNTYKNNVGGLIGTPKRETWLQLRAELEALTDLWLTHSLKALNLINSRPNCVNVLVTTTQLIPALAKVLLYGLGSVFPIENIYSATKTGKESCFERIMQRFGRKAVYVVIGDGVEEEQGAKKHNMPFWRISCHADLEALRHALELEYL
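Eya2 (0.2 uM) preincubated 10 min at ambient with compound, then OMFP substrate added at 50 uM; 10 min reaction in 50 mM HEPES pH 7.5, 50 mM NaCl, 5 uM MgCl2, 0.05% BSA, 1 mM DTT. Fluorescence read at Ex 485/Em 525 nm.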
FBPA coupling cs – counter-screen for Giardia aldolase inhibitors: coupling enzyme system | coupling enzyme system counterscreen, AmpLite Red fluorescence | activity change, negative = inhibition, % at 58.2 µM, hits read low | 290,000 compounds, 0.67% hits; in the data active = activity change below about -30%
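First, compound is pin-transferred into glyceraldehyde-3-phosphate coupling-enzyme reagent at 57.5 uM final and held 10 min at RT. Next, substrate, coupling system and AmpLite Red are added. After 20 min RT, fluorescence (525/598 nm) is read.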
GALK inh – galactokinase (human) inhibition; Purified GALK, Kinase-Glo residual ATP luminescence; Potency, µM (series often up to 57.5 µM), for inactives: top-dose activity change, negative = inhibition, hits mostly inhibitors; 270,000 compounds, 0.007% hits; AID 1868; note: potency is the fitted concentration of half-maximal effect
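Galactose (100 uM) and ATP (35 uM) were turned over by 5 nM GALK for 1 h at RT. Kinase-Glo Plus then converted the remaining ATP into a luminescent signal.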
* marks the source's active call; other numbers are inactive results; ? = inconclusive; . = not tested or not shown; & = joins results of further samples; [ ] = dose if it differs, or a comment. Unless noted, calls come from the whole dose curve; as a rule, active = well fitted curve in the direction sought with a large enough effect; inconclusive = small, poorly fitted or top-dose-only effect, or another doubt; inactive = no such curve, though single readings can be large; an effect the other way counts as inactive or inconclusive. Unless noted, % is set by controls: 0 for no effect and ±100 for the full control effect.

SMILES | Giardia killer | hERG WT inh | Eya2 phos inh | USP2a block | B2AR arrestin | PKM2 activator | GALK inh | uPA surface inh | Chronic BCR inh | KCNH2 3.1 block | FBPA coupling cs
CCCCOc1ccc(C(=O)CCN2CCCCC2)cc1 | 8 | -1 | -3% | 0% | 3.1% | 5% | 0% | ? | ? | -23 | 3&-2&2
CCc1cccc(NC(=O)C(NC(=O)C2CCCCC2)C(C)C)c1 (configuration not stated) | 0 | -9 | -3% | 3% | 0.3% | -1% | -2% | 5% | 2% | 11 | -1
CCOC(=O)c1ccc(-c2c(-c3ccccc3OC)sc3ccc(OC)cc23)cc1F | 21 | -40 | -21% | -1% | 0.1% | . | . | 0% | 7% | 11 | .
O=C(CN1CCOCC1)Nc1ccc(Cl)cn1 | -2 | -9 | 9% | 2% | 0.2% | 14% | -4% | 2% | -1% | -3 | 2
CC(OC(=O)CCC1CCCC1)C(=O)Nc1ccccc1[N+](=O)[O-] (configuration not stated) | -10 | -3 | -37% | -1% | 0.0% | . | . | 4% | 1% | -4 | .
CCC(=O)Nc1ccc(C(=O)OCC(=O)c2cccs2)cc1 | -3 | -7 | -1% | 2% | 0.0% | . | -3% | -12% | 1% | 8 | 1
CC(=C/c1ccccc1)/C=N/NC(=O)c1ccc2nc[nH]c2c1 | -18 | -10 | 5% | -1% | -0.9% | -9% | 0% | 0% | 0% | -1 | 0
Cn1nnc(NC(=S)NC(=O)c2ccc(-c3ccc(Br)cc3)o2)n1 | -15 | -1 | 2% | 6% | -0.2% | -19% | -1% | -2% | ? | 18 | 1
CCN(CC)CCNC(=O)c1ccc(NC(=O)COc2ccc3c(c2)CCC3)cc1 | ? | 15 | -17% | 2% | -0.1% | . | . | ? | 7% | -8 | .
CC(=O)Nc1ccc(SC[C@H](Cc2ccccc2)N2CC[C@@H](C)CCC2=O)cc1 | 2 | 1 | -4% | 1% | -1.0% | . | . | 1% | -9% | -14 | .
Cc1ccc(-c2nn(-c3ccccc3)cc2C2CC(c3ccccc3)=NN2C(=O)CCC(=O)O)cc1 (configuration not stated) | -3 | 14 | -2% | -1% | 0.2% | -4% | 2% | -7% | 13% | -4 | 8
COc1ccc(/C=N/NC(=O)C(=O)NCc2cccnc2)cc1 | 0 | 6 | -1% | 3% | 0.0% | 0% | 0% | -1% | -9% | 1 | 1
CN(CCOc1ccc(Cl)cc1)Cc1cccc(S(=O)(=O)N(C)C)c1 | 1 | 4 | -11% | 4% | -0.3% | 0% | 17% | -17% | 5% | 11 | 0
COc1cc(C(=O)NCc2cn3ccccc3n2)cc(OC)c1OC | -5 | 4 | 2% | 1% | -0.9% | -2% | 0% | -3% | 1% | 9 | -2
CCCOC(=O)c1c(NC(=O)C2CCCO2)sc(C(=O)OC)c1C (configuration not stated) | -5 | -1 | -2% | -3% | -0.2% | 6% | 3% | -10% | ? | 3 | -1
CCOC(=O)N1CCC(N2CCCC(CO)(Cc3cccc(Cl)c3)C2)CC1 (configuration not stated) | -15 | 49 | 9% | 0% | 9.7% | 0% | 3% | 2% | ? | 15 | 0
CCCC(=O)Nc1sc(C)c(C)c1C#N | 2 | 0 | -3% | 1% | -0.2% | -5% | -1% | -10% | ? | 7 | -1
Cc1noc(C)c1COc1ccccc1C(=O)N(C)CC(=O)Nc1ccc(F)cc1 | -24 | -7 | 4% | 1% | -0.1% | . | . | 3% | -11% | -1 | .
O=C(NCc1ccc2c(c1)OCO2)C1CC(=O)N(C2CCCCCC2)C1 (configuration not stated) | -24 | 12 | 15% | 1% | -0.3% | 10% | -2% | 1% | -3% | -6 | 4
Cc1cccc(NC(=O)c2cc(=O)[nH]c3ccccc23)c1 | -22 | -1 | -19% | 4% | -0.5% | -1% | 3% | 16% | 2% | -50 | -1

Another view of some results above:
> CCc1cccc(NC(=O)C(NC(=O)C2CCCCC2)C(C)C)c1 (configuration not stated)
  Giardia killer = 0 | hERG WT inh = -9 | Eya2 phos inh = -3% | USP2a block = 3% | B2AR arrestin = 0.3% | PKM2 activator = -1% | GALK inh = -2% | uPA surface inh = 5% | Chronic BCR inh = 2% | KCNH2 3.1 block = 11 | FBPA coupling cs = -1
> CCOC(=O)c1ccc(-c2c(-c3ccccc3OC)sc3ccc(OC)cc23)cc1F
  Giardia killer = 21 | hERG WT inh = -40 | Eya2 phos inh = -21% | USP2a block = -1% | B2AR arrestin = 0.1% | PKM2 activator = . | GALK inh = . | uPA surface inh = 0% | Chronic BCR inh = 7% | KCNH2 3.1 block = 11 | FBPA coupling cs = .

Going on with the list:
SMILES | Giardia killer | hERG WT inh | Eya2 phos inh | USP2a block | B2AR arrestin | PKM2 activator | GALK inh | uPA surface inh | Chronic BCR inh | KCNH2 3.1 block | FBPA coupling cs
CCOC(=O)c1oc2ccc(S(=O)(=O)N3CCOCC3)cc2c1C | -4 | -12 | 13% | 1% | 3.1% | -6% | 0% | . | 4% | -3 | -4
O=C(CNS(=O)(=O)c1c(Cl)cccc1Cl)OCC(=O)c1ccc[nH]1 | -19 | 0 | -9% | 1% | -0.2% | 0% | . | 13% | 0% | 2 | -3
CC1CC(C)CN(C(=O)CSc2nnc(-c3ccc(F)cc3)o2)C1 (configuration not stated) | -7 | 0 | 7% | 1% | 0.1% | 8% | 4% | 8% | 8% | -1 | 0
CCOC(=O)c1cc(C#N)c(SC(C)C(=O)NC2CCCCC2)nc1C (configuration not stated) | -22 | -6 | -2% | 4% | 0.0% | . | . | 6% | 7% | 4 | .
CCCCc1ccc(NC(=S)NN2CCOCC2)cc1 | 1 | -4 | 1% | -3% | 5.1% | 1% | -6% | 1% | -12% | 4 | 3
O=C(NCCN1CCN(C(=O)c2cc3ccccc3oc2=O)CC1)c1cc2ccccc2oc1=O | -9 | 3 | -11% | 0% | -1.0% | -1% | 0% | 0% | -3% | 4 | 3
Cc1noc(NS(=O)(=O)c2ccc(NC(=O)CSc3ncccn3)cc2)c1C | 8 | -5 | -16% | 0% | -0.6% | 8% | 1% | 1% | 10% | 8 | 4
Cc1cccc(NS(=O)(=O)c2ccc(C)c(C(=O)N(C)C)c2)c1 | 1 | 4 | -5% | 1% | -1.1% | . | . | -3% | 0% | 5 | .
CC1CC(C)CN(c2ncnc3c2cnn3Cc2ccc(Cl)cc2)C1 (configuration not stated) | -1 | -3 | -4% | 3% | -0.4% | 17% | -4% | 2% | -2% | -18 | 3
OCCCNc1c2c(nc3cc(-c4ccc(Cl)cc4)nn13)CCC2 | 5 | 15 | 0% | 0% | 0.0% | -2% | -1% | -14% | ? | -2 | -21
Cc1cc(C(=O)OCC(=O)Nc2cc(C)on2)c2ccccc2n1 | 6 | -4 | -12% | 1% | -0.1% | -14% | -3% | -7% | ? | 2 | 1
C=CCOc1ccc(/C=N/NC(=O)c2cc3c(OC)cc(OC)cc3[nH]2)cc1 | -9 | -5 | -3% | 0% | -0.9% | . | 1% | -28% | ? | -1 | 3
COc1ccc2c(Cl)c(-c3nnc4n3CCCCC4)sc2c1 | 5 | -5 | -8%[15.4 µM] | -3% | -0.4% | 1% | 2% | 9% | ? | -5 | 5
O=[N+]([O-])c1cc(S(=O)(=O)N2CCCC2)ccc1O | -18 | 7 | 6% | 2% | -2.6% | -9% | -1% | -1% | ? | 5 | 7
CCCCc1c(C)nc2ccc(C(=O)OCC)cc2c1Cl | -20 | -2 | 0% | 2% | 0.4% | 2% | -5% | 0% | -1% | 3 | 6
Cc1ccc(S(=O)(=O)n2nc(C)c(S(=O)(=O)N3CCCCC3)c2C)cc1 | 3 | 5 | -1% | -1% | -0.2% | . | -2% | -1% | -14% | 7 | -1
Cc1ccc(S(=O)(=O)N2CCOCC2)cc1NC(=O)COc1ncnc2ccccc12 | -8 | 4 | 2% | 0% | 0.0% | -20% | 1% | 9% | -5% | 27 | 6
O=C1C(=Cc2cccn2-c2ccccc2)C(=O)c2ccccc21 | 14 | -3 | -2% | -6% | -0.4% | -16% | . | 0% | 8% | 8 | -3
CCOc1ccc(C(=O)Cc2ccc3oc(C(=O)O)cc3c2)c(O)c1 | -10 | -1 | -22% | 0% | 0.3% | 5% | 0% | 7% | 8% | 6 | 27
COc1ccc(C2(CNS(=O)(=O)c3ccccc3)CCOCC2)cc1 | -27 | -2 | 8% | -1% | 0.2% | 2% | 1% | 8% | -4% | -3 | 3
CCCCc1c(O)nc(SCC(=O)Nc2cccc3ccccc23)n(-c2ccccc2OC)c1=O | -21 | 14 | 3% | 0% | 0.1% | . | -1% | ? | 8% | 7 | 11
Cc1csc(NC(=O)CCC(=O)c2cccs2)n1 | -5 | -1 | -16% | 4% | 0.0% | 1% | -1% | -2% | ? | -7 | 1
